Bioassay records deposited in PubChem by several laboratories.
mABHD4 FP: inhibitors of mouse ABHD4; Q8VD66; purified mABHD4, FP-Rh probe fluorescence polarization; inhibition, % at 8.92 µM; 370,000 compounds, 0.54% hits; AID 720543;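 active = inhibition exceeding the mean over every tested compound plus 3 SD, cut at about 30% in these data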;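 note: 0% = plate median of compound wells and 100% = S159A mutant with DMSO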
Target sequence (Q8VD66 whole entry, looked up): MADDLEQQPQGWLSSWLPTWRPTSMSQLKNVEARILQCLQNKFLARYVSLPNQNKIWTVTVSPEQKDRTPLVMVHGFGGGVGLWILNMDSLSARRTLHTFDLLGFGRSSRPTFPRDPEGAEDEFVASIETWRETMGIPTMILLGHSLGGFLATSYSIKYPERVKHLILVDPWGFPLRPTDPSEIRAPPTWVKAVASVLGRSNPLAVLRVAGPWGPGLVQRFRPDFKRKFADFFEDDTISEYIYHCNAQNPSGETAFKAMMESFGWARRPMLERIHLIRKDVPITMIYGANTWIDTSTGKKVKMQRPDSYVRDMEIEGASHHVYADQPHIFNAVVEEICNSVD
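Doses – 8.92 µM, single dose · Material – wild-type mouse ABHD4 protein · Replication – single well per compound (singlicate) · Measure – percent inhibition of probe binding, normalized to plate controls · Schedule – 45 min compound pre-incubation plus 60 min probe step, 25 °C · Detection – fluorescence polarization with parallel and perpendicular emission, 525/598 nm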
TCR CD3 inh: blocks the human TCR-CD3 interaction; TAMRA-labeled TCR probe fluorescence, biochemical; inhibition, % at 9.4 µM; 360,000 compounds, 0.37% hits; AID 651800; in the data active = inhibition above about 19%;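 note: recombinant mutant TCR 2C K166C tagged with TAMRA read by polarization; 0% = receptor in buffer alone and 100% = receptor with positive control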
LEDGF integ inh: blocks HIV-1 LEDGF/p75-dependent DNA integration; 370,000 compounds, 0.64% hits; inhibition, % at 3.7 µM; TR-FRET IN-LEDGF/p75 DNA integration, Eu/Cy5;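 active = inhibition above the screen-wide mean plus 3 SD, cut at about 13% in these data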;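 note: signal is the Cy5 over europium emission ratio at 671 and 618 nm; 0% = plate median of compound wells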
PG9 Ab binder: small molecules binding HIV-1 gp120 antibody PG9. TR-FRET gp120-PG9 antibody binding. inhibition, % at 6.7 µM. 360,000 compounds, 0.43% hits. AID 624416; in the data active = inhibition above about 8.5%
TDP2 inh: blocks human TDP2 phosphodiesterase activity. O95551. recombinant TDP2, T5PNP hydrolysis, p-nitrophenol absorbance 415 nm. inhibition, % at 12.8 µM. 370,000 compounds, 0.34% hits. AID 720702;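 active = inhibition above the mean of all tested compounds plus 3 SD, set per campaign, cut at about 25% in these data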;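 note: 0% = DMSO with enzyme and 100% = buffer with substrate but no TDP2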
Target sequence (O95551 whole entry, looked up): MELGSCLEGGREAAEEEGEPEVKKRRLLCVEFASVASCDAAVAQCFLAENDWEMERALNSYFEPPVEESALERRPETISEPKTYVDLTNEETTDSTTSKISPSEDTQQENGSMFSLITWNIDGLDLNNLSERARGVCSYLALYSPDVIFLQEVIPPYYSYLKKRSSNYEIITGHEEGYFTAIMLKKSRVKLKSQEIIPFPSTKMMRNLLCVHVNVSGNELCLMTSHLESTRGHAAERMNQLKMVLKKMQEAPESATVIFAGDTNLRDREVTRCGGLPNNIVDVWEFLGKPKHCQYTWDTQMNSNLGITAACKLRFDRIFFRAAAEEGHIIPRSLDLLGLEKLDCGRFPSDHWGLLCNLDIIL
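Evaluation: % inhibition relative to enzyme-containing and enzyme-free wells. Material: recombinant human TDP2. Benchmarks: enzyme-free and DMSO wells. Timing: enzyme reaction with compound for 2 h at 37 °C. Compound dosing: 12.8 µM only. Measured by: p-Nitrophenol epi absorbance. Reagent: T5PNP substrate at 5 mM, a TopII-DNA adduct mimic. Replication: single well per compound.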
HTRA1 inh: HTRA1 (human) protease inhibition | Q92743 | inhibition, % at 5.96 µM | recombinant HTRA1, FP-rhodamine activity-based probe, fluorescence polarization | 340,000 compounds, 0.5% hits; in the data active = inhibition above about 36%;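 note: 0% = enzyme with DMSO and 100% = wells lacking enzyme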
PRMT1 inh: PRMT1 (human) inhibition, primary screen; recombinant PRMT1, activity-based probe fluorescence polarization; inhibition, % at 2.79 µM; 370,000 compounds, 1.3% hits;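 active = inhibition above about 21% made by adding two undisclosed values, limit read from the data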
Target sequence (Q99873 whole entry, looked up): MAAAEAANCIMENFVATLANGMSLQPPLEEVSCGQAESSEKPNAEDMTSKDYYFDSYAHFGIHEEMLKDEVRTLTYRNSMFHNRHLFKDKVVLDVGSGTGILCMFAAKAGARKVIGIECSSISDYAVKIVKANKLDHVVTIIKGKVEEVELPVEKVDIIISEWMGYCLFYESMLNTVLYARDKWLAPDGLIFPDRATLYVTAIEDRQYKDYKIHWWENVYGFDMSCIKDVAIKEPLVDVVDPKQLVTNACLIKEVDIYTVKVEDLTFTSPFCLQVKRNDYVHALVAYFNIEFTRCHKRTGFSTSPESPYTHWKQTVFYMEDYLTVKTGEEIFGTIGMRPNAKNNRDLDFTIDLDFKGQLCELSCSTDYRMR
rCAG binder: binds r(CAG) RNA repeats; r(CAG) RNA repeat, TO-PRO-1 dye displacement fluorescence; inhibition, % at 3 µM; 370,000 compounds, 1.3% hits;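 active = inhibition above the plate cutoff, the mean of all test compounds on that plate plus 3 SD, cut at about 35% in these data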;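 note: 0% = DMSO alone and 100% = 100 µM mitoxantrone as full dye displacement; higher means more dye released from RNA so lower well fluorescence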
Rev-erbA mod: Rev-erb alpha (human) modulation; P20393; Rev-erbα–FITC-DNA binding, fluorescence polarization, 90 min; activity, % at 10 µM; 370,000 compounds, 0.79% hits;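 active = activity above about 14%, limit read from the data; passing the limit was not always enough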;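 note: 0% = DMSO wells with 35 nM protein and 100% = DMSO wells with 750 nM protein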
SIAE primary: human SIAE inhibition, primary screen | Q9HAT2 | SIAE FP-Rh probe binding, fluorescence polarization | inhibition, % at 9.66 µM | 370,000 compounds, 0.69% hits | AID 1053197;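 active = inhibition above a cutoff: mean of compounds within the control limits plus 3 SD of those, cut at about 17% in these data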;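 note: 0% = plate median of compound wells and 100% = probe without SIAE protein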
The depositor's hits bear a star; x = not tested or not shown. An excerpt (hit frequency here may not be typical).

nr	structure	mABHD4 FP	TCR CD3 inh	LEDGF integ inh	PG9 Ab binder	TDP2 inh
1	CCNc1nc(NCC)n2c(SCC(=O)Nc3ccccc3C(F)(F)F)nnc2n1	4	-4	0	0.8	7
2	O=C(C=Cc1ccco1)c1ccc2ccccc2c1	7	-5	9	-2.0	-13
3	NCCc1nnc(SCc2c(Cl)cccc2Cl)o1	4	0	-1	1.1	1
4	O=C(O)c1ccc(CNCc2ccccc2Cl)cc1	3	3	2	0.0	7
5	Cc1ccc(C(C(=O)NC2CCCC2)N(C(=O)Cc2cccs2)c2ccc3c(c2)OCCO3)cc1 (stereo not given)	-6	0	2	-3.5	-15
6	NC(=O)COC(=O)c1ccccc1OCc1ccc(Cl)cc1	-6	8	7	0.8	-8
7	Nc1nonc1-n1nnc(C(=O)N/N=C/c2cc(Br)ccc2O)c1CSC1=NCCS1	15	15	-7	-3.2	0
8	O=C(CN1CCN(c2ccc(F)cc2)CC1)N1CCOCC1	3	1	0	3.0	-1
9	Cc1cc(Cl)c(S(=O)(=O)N2CC(C)OC(C)C2)cc1OCC(N)=O (stereo not given)	2	0	1	-1.4	-4
10	CCOc1ccccc1/C=C(/C#N)C(N)=O	3	5	-4	1.8	6
11	COC(=O)[C@]1(CNC(=O)C(C)(C)C)CC(=O)N(C)[C@@H]1c1ccccc1	0	x	1	x	1
12	CS(=O)(=O)N(CCc1ccccc1)CC(=O)N1CCCC1	-2	-2	-5	1.1	2

nr	HTRA1 inh	PRMT1 inh	rCAG binder	Rev-erbA mod	SIAE primary
1	-6	2	-6	3	2
2	-32	17	38*	-19	3
3	0	-2	-1	-2	6
4	10	1	-3	-6	4
5	-6	0	2	2	2
6	1	-3	-2	-2	3
7	-23	3	11	-2	-8
8	1	-2	2	1	-4
9	-5	-1	-2	2	0
10	4	4	-1	0	7
11	x	5	1	-4	-1
12	3	6	-3	-5	-2

Next entries:
nr	structure	mABHD4 FP	TCR CD3 inh	LEDGF integ inh	PG9 Ab binder	TDP2 inh
13	C/C(=N\NC(=O)Cc1ccc(O)cc1)c1cccnc1	3	1	2	-2.6	-7
14	O=C(NCc1ccc(C(=O)O)cc1)OCc1ccccc1	-2	3	1	-0.5	13
15	CCc1c(C)nc(SCC(=O)Nc2ccc(Br)cc2)[nH]c1=O	1	3	2	0.6	-7
16	Cc1nc2ccccc2nc1N1CCC(C)CC1	0	5	-1	1.8	1
17	COc1ccc(N2CCN(C(=O)c3ccc4c(=O)n(CC5CCCO5)c(=O)[nH]c4c3)CC2)cc1 (stereo not given)	2	6	-3	-1.4	2
18	COc1ccc(CCNC(=O)Cn2c(=O)oc3cc(Cl)ccc32)cc1OC	1	1	34*	-0.8	4
19	Cc1oc2c(CN3CCCCC3)c(O)ccc2c(=O)c1-c1ccc(Cl)cc1	-2	-9	4	-1.9	-10
20	CCCC1NC(=O)c2cc3ccccc3cc2-n2c1nc1cc(F)ccc1c2=O (stereo not given)	-8	2	7	-0.9	-10
21	Cc1ccc(C(=O)Nn2c(N)c(S(=O)(=O)c3ccc(C)cc3)c3nc4ccccc4nc32)cc1	-6	11	0	-2.0	-3
22	CCOC(=O)C1CCN(C(=O)CCc2c(C)nc3c(-c4ccc(F)cc4)c(C)nn3c2C)CC1	-3	2	6	-2.0	2
23	CCn1c(=O)c2cc(S(=O)(=O)NCCOc3ccccc3)ccc2n(CC)c1=O	-8	7	2	-0.5	4
24	COc1ccc(NC(=O)c2cc(S(=O)(=O)N3CCS(=O)(=O)CC3)ccc2Cl)cc1	-4	2	0	-0.8	-4

nr	HTRA1 inh	PRMT1 inh	rCAG binder	Rev-erbA mod	SIAE primary
13	-1	2	-1	0	8
14	1	0	1	2	5
15	-10	3	3	-4	-9
16	-1	-1	-3	-2	1
17	4	-3	-9	-5	4
18	-6	-2	-3	2	2
19	6	3	2	-3	1
20	-26	-7	1	1	-13
21	-13	3	29	-4	-94
22	0	-3	2	-3	6
23	-1	-1	-2	-3	7
24	1	2	5	3	1

Additional records follow.
nr	structure	mABHD4 FP	TCR CD3 inh	LEDGF integ inh	PG9 Ab binder	TDP2 inh
25	Cc1cc(/C=C2/SC(=O)N(CC(=O)N3CCOCC3)C2=O)c(C)n1-c1ccccc1F	3	6	-4	0.4	-14
26	Clc1ccc(N(CC2CO2)CC2CO2)cc1 (stereo not given)	-5	-2	-5	-0.2	-1
27	O=S(=O)(CCc1nc2ccccc2o1)c1ccc2ccccc2c1	-2	5	-2	0.3	5
28	CCOc1ccc(-c2c(=O)n(OCC)c3ccccc3[n+]2[O-])cc1	3	-7	-3	0.9	4
29	COc1cc(C(=S)N2CCOCC2)ccc1OC(=O)c1cc([N+](=O)[O-])c(C)c([N+](=O)[O-])c1	0	10	0	-1.4	9
30	Cc1cc(C)c(O)c(CN(C)Cc2cc(Cl)cc(Cl)c2O)c1	5	-10	0	-0.7	1
31	N=c1n(CC(=O)c2ccc([N+](=O)[O-])cc2)c2ccccc2n1Cc1ccccc1	4	1	-4	-1.5	4
32	O=C(NCc1ccncc1)C(=O)Nc1nccs1	4	2	1	-1.4	1
33	O=C(NOC(=O)c1c(F)cccc1Cl)c1ccc(Cl)c(Cl)c1	-1	5	-4	-2.1	-7
34	Cc1ccc(C)c(OCC(=O)Nc2ccc(N3CCOCC3)cc2N2CCOCC2)c1	12	-5	-4	-0.1	6
35	COC(=O)c1cnn(C(=O)c2ccccc2Br)c1N	-2	-1	1	1.4	3
36	CCOC(=O)c1csc(-c2snnc2C)n1	0	4	-1	-3.0	-13

nr	HTRA1 inh	PRMT1 inh	rCAG binder	Rev-erbA mod	SIAE primary
25	4	-2	-3	-2	-1
26	11	-4	3	1	-3
27	-1	-1	-3	1	-1
28	-7	-3	-5	10	14
29	4	3	5	-6	4
30	62*	2	10	-9	9
31	2	0	5	2	-7
32	-5	3	0	1	1
33	-2	-2	2	0	1
34	-4	2	1	0	9
35	-6	-1	0	-6	6
36	3	-5	0	4	-1

Next results.
nr	structure	mABHD4 FP	TCR CD3 inh	LEDGF integ inh	PG9 Ab binder	TDP2 inh
37	CN(C)CCCn1c(SCc2c(Cl)cccc2Cl)nnc1-c1ccncc1	8	5	7	-2.9	1
38	CC(C)(C)Cc1nnc(NC(=O)c2ccco2)s1	-12	1	5	-1.6	0
39	O=C(CCn1c(=O)oc2ccc(Cl)cc21)N1CCN(Cc2ccccc2)CC1	-13	-3	-3	-0.3	-20
40	Cc1cc(Cl)ccc1OC(C)c1nnc(N)s1 (stereo not given)	6	-1	0	10*	-2
41	COCc1cc(CN2CCN(CCc3ccccc3)C(CCO)C2)ccc1OC (stereo not given)	6	-3	1	1.7	12
42	CCOc1ccc(Cc2nnc(SCC(=O)Nc3ccc(C(C)=O)cc3)[nH]c2=O)cc1	-11	0	5	-0.1	4
43	COc1ccc(C2=NOC(C)(c3nnc(-c4ccc(F)cc4)o3)C2)cc1 (stereo not given)	-2	1	1	0.7	0
44	CSC1=N/C(=C\c2ccc(C)s2)C(=O)S1	5	-1	0	-1.3	-8
45	Cc1c(N=Cc2ccc(Br)s2)cccc1[N+](=O)[O-]	1	3	-3	1.8	0
46	COc1ccc(NS(=O)(=O)c2cc(NC(=O)CCNC(=O)c3ccco3)ccc2OC)cc1	2	-7	2	-0.9	-6
47	CC(N=Cc1nc(-c2ccccc2)oc1O)c1ccccc1 (stereo not given)	-3	1	7	-3.3	-2
48	O=C(c1cn(-c2ccccc2)nc1-c1ccc(Cl)cc1)N1CCOCC1	0	0	2	-0.6	10

nr	HTRA1 inh	PRMT1 inh	rCAG binder	Rev-erbA mod	SIAE primary
37	6	-8	-5	3	-6
38	3	2	0	2	-4
39	6	11	-5	4	-12
40	-1	0	-5	-1	-2
41	4	-2	-8	4	13
42	-12	8	33	-5	-14
43	-7	1	-3	0	-4
44	-1	0	9	1	-5
45	-1	0	1	-3	5
46	-1	-2	6	-3	-2
47	-21	1	0	1	10
48	-4	-2	-1	-2	2

Later entries
nr	structure	mABHD4 FP	TCR CD3 inh	LEDGF integ inh	PG9 Ab binder	TDP2 inh
49	OCC[C@H]1C[C@H](O)[C@@H](O)[C@]2(OCc3ccccc32)O1	2	1	-2	1.0	5
50	O=C(COC(=O)C1=COCCO1)Nc1cccc(S(=O)(=O)N2CCOCC2)c1	0	3	1	-0.8	15
51	C#CCOCCOCCOCCNc1nc(N2CCN(C(=O)Cn3cc(CCCN=C(N)N)nn3)CC2)nc(N2CCN(C(=O)[C@H](Cc3ccc(O)cc3)n3cc(CCO)nn3)CC2)n1	4	x	1	x	-8
52	CCCCCCc1cc2cc(C(=O)Nc3ccc(OC)cc3)c(=O)oc2cc1O	6	5	2	-0.3	4
53	Cc1ccc(C)c(N2CCN(CC3CC=CCC3)CC2)c1 (stereo not given)	1	8	-1	0.7	-5
54	O=C(NCCc1ccccc1)OCc1cn(Cc2ccc(F)cc2)nn1	2	x	-4	x	4
55	Cn1nc(SCC(=O)O)sc1=S	-3	5	0	-1.4	-10
56	CCOc1ccc(CCNC(=O)COC(=O)CCc2cc(OC)c(OC)c(OC)c2)cc1OCC	-4	-13	4	-0.6	-10
57	S=C1N[C@H]2CCCC[C@@H]2N1	-2	9	-3	-0.8	5
58	Cc1cc(C)c(CN2CCC(n3nccc3NC(=O)c3ccccc3Cl)CC2)cc1C	-6	-1	-5	-0.7	-10

nr	HTRA1 inh	PRMT1 inh	rCAG binder	Rev-erbA mod	SIAE primary
49	5	-2	2	-2	5
50	-1	0	2	-2	4
51	x	-1	x	-1	0
52	-9	-1	6	-16	-3
53	-2	-2	-9	-6	-2
54	x	-3	2	-3	1
55	2	-3	2	-8	5
56	5	-5	-5	4	-1
57	x	-6	-2	-4	-5
58	-12	5	-6	-1	-2

Complete entries, quoted from the list. Screens in order: mABHD4 FP	TCR CD3 inh	LEDGF integ inh	PG9 Ab binder	TDP2 inh	HTRA1 inh	PRMT1 inh	rCAG binder	Rev-erbA mod	SIAE primary
Entry for Cc1cc(C)c(CN2CCC(n3nccc3NC(=O)c3ccccc3Cl)CC2)cc1C → -6	-1	-5	-0.7	-10	-12	5	-6	-1	-2
Entry for Cc1ccc(C)c(N2CCN(CC3CC=CCC3)CC2)c1 (stereo not given) → 1	8	-1	0.7	-5	-2	-2	-9	-6	-2
Entry for CCCCCCc1cc2cc(C(=O)Nc3ccc(OC)cc3)c(=O)oc2cc1O → 6	5	2	-0.3	4	-9	-1	6	-16	-3
Entry for OCC[C@H]1C[C@H](O)[C@@H](O)[C@]2(OCc3ccccc32)O1 → 2	1	-2	1.0	5	5	-2	2	-2	5
Entry for CCOc1ccc(CCNC(=O)COC(=O)CCc2cc(OC)c(OC)c(OC)c2)cc1OCC → -4	-13	4	-0.6	-10	5	-5	-5	4	-1
